Assay outcomes from PubChem.
Nrf2 inh: inhibitors of Nrf2 signaling; A549 ARE-Fluc reporter, luciferase luminescence, 18-24 h; hit rate 2.1% among 360,000; AID 504444; Potency, µM (series often up to 46 µM), for inactives: top-dose activity change, negative = inhibition, actives largely listed as inhibitors; further: potency means the concentration at half of the fitted maximal effect; on the % scale 0 is the no-effect control and ±100 the full control effect; nearly all actives have a fitted effect of over 60% in size
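Two sequential reads on A549 ARE_Fluc cells exposed to compound for 18-24 h: a CellTiter-Fluor fluorescence read for viability, then a luciferase luminescence read for Nrf2/ARE activity.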
ATXN2 expr inh: ATXN2 expression inhibition; hit rate 0.72% among 360,000; AID 1745845; HEK-293 ATXN2-luciferase reporter, luminescence, 24 h; Potency, µM (doses to about 57 µM), for inactives: top-dose activity change, negative = inhibition, most hits filed as inhibitors; further: potency means the concentration at half of the fitted maximal effect; on the % scale 0 is the no-effect control and ±100 the full control effect; nearly all actives have a fitted effect of over 55% in size
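ATXN2-luciferase reporter cells (luciferase flanked by upstream and downstream ATXN2 gene portions) were treated 24 h at 37 °C with compounds at up to 57 uM. SteadyGlo luminescence gave expression; GF-AFC fluorescence gave viability.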
EPAC2 ag: EPAC2 (human) agonism. Q8WZA2. hit rate 0.079% among 360,000. EPAC2 activation, biochemical qHTS; response scale: 100% = 6.5 mM cAMP response. Potency, µM (titrated, usually from 154 µM), for inactives: top-dose activation, actives largely listed as activators; further: potency means the concentration at half of the fitted maximal effect; nearly all actives have a fitted effect of over 50% in size
Target sequence (Q8WZA2 whole entry, looked up): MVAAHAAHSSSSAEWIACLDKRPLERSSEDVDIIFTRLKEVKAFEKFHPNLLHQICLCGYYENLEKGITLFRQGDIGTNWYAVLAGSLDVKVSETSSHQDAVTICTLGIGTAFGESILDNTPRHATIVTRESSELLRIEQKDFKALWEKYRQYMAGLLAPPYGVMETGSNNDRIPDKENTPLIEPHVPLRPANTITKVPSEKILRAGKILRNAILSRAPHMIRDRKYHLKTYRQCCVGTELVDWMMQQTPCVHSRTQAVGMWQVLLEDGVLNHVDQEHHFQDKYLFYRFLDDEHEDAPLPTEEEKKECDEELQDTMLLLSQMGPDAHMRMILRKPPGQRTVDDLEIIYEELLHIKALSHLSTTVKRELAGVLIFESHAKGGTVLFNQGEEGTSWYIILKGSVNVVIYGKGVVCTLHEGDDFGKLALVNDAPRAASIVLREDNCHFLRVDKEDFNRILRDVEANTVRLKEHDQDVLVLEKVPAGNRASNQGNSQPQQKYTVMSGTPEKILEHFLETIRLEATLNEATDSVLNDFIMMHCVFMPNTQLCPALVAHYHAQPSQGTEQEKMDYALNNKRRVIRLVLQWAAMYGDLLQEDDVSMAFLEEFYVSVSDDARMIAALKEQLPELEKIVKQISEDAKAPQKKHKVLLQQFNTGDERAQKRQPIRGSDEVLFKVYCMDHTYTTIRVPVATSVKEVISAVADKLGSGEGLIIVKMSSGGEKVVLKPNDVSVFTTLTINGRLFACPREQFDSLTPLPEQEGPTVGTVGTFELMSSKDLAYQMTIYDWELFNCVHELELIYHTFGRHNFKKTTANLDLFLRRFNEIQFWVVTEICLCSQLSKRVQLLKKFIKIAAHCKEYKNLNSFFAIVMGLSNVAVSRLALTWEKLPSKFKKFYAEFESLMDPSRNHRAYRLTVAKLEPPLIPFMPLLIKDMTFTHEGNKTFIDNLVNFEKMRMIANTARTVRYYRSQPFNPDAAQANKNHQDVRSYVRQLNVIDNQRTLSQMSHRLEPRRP
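Each well held 100 nM EPAC2, 250 nM RAP1B-BODIPY-GDP and 50 uM GDP. Fluorescence, read at 5-min intervals to 30 min, was referenced to a 6.5 mM cAMP positive control.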
IL-2 act: IL-2 activation. IL-2 activation reporter assay, cell-based qHTS; stimulated with anti-CD3/CD4/CD28 beads; in transgenic mouse T cells. activation, % (series mostly up to about 46 µM). hit rate 0.065% among 360,000. AID 652025; in the data active means activation above about 50%; inconclusive means mostly about 30% to 49%; further: 0% is about no effect
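Quantitative HTS in unstimulated transgenic mouse T cells, with memory T cells as non-tolerant control and PMA/ionomycin as tolerance-bypass control. Compound pretreatment lasted 60 minutes before 18 h bead stimulation; EGFP/DsRed fluorescence read.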
TGFb SMAD3 inh: inhibitors of TGF-b signaling; HepG2 CAGA-GFP TGF-b/SMAD3 reporter, GFP fluorescence, 18 h; TGF-beta stimulated, 500 pg/mL final; Potency, µM (doses to about 46.1 µM), for the others: at the top dose activity, negative = inhibition, usual class: inhibitors; hit rate 1.2% among 410,000; further: potency means the concentration at half of the fitted maximal effect; on the % scale 0 is the no-effect control and ±100 the full control effect; nearly all actives have a fitted effect of over 65% in size
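Read-out: total well GFP (ex488/em500-530) summed from mean per-cell fluorescence. Cells: HEPG2 CAGA-GFP, 1% FBS DMEM, 18 h at 37 degrees C with 500 pg/mL final TGF-beta. Unstimulated wells served as the full-inhibition control; stimulated DMSO wells = 0%.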
S2 tox: cell viability loss in ATXN counter-screen. S2 cells (HEK-293 line with an ATXN2-luciferase reporter) viability, CellTiter-Fluor protease fluorescence, 24 h. Potency, µM (titrated, usually from 56.7 µM), usual class: cytotoxic. hit rate 0.49% among 400,000. AID 651635; further: potency means the concentration at half of the fitted maximal effect; nearly all actives have a fitted effect of over 40% in size
HepG2 tox: HepG2 cytotoxicity, counter-screen for TGF-b inhibitors. HepG2 CAGA-GFP viability, ATP luminescence, 18 h. Potency, µM (top dose mostly 46.1 µM), without a hit: top-dose activity change, negative = cytotoxicity, hits mostly cytotoxic. hit rate 0.76% among 410,000. AID 588856; further: potency means the concentration at half of the fitted maximal effect; some results filed as inactive show a strong effect at the top dose
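HepG2 CAGA-GFP cells (1000/well, DMEM with 1% FBS) received compound, then TGF-beta at 500 pg/mL final, and were incubated 18 hours at 37 degrees C. Viability was read by CellTiter-Glo luminescence. Media-only wells were set as complete cell-killing and DMSO as no toxicity.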
Nrf2 activator: activators of Nrf2 (ARE) signaling. AREc32 ARE-luciferase reporter (MCF7-derived line), luminescence, 24 h. Potency, µM (doses to about 46.1 µM), inactives show top-dose activation, usual class: activators. hit rate 0.31% among 410,000. AID 624171; further: potency means the concentration at half of the fitted maximal effect; % of control where 0% means no effect; nearly all actives have a fitted effect of over 65% in size
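Luciferase luminescence (Steady-Glo, 30 min at room temperature) served as the read-out of ARE activation in AREc32 cells treated with compounds for 24 hr at 37 deg C.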
A549 tox: A549 cytotoxicity, counter-screen for Nrf2 inhibitors | A549 ARE-Fluc cells, CellTiter-Fluor viability, 18-24 h | Potency, µM (doses to about 46 µM), for inactives: top-dose activity change, negative = cytotoxicity, most hits filed as inhibitors | hit rate 0.16% among 390,000 | AID 504648; further: potency means the concentration at half of the fitted maximal effect; on the % scale 0 is the no-effect control and ±100 the full control effect
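Cytotoxicity counterscreen: CellTiter-Fluor fluorescence was measured in A549 ARE_Fluc cells after 18-24 h of compound exposure in a concentration series. The subsequent BugLite luminescent read reports ARE-luciferase activity.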
Starred values were filed as active, the others as inactive; i = inactive; ? = inconclusive; / = no result given; [ ] = another dose, or the depositor's remark. Unless noted, the call rests on the fitted dose curve; in most records, active means well fitted curve in the direction sought with a large enough effect; inconclusive means small, poorly fitted or top-dose-only effect, or another doubt; inactive means no such curve, though single readings can be large; an effect the other way counts as inactive or inconclusive.

(1) COc1ccc(C2c3[nH]c4ccccc4c3CCN2C(=O)Cc2nonc2C)c(F)c1 (stereo not drawn)
(2) COC(=O)Cn1c(CN2CCC(Cc3ccccc3)CC2)nc2c1c(=O)n(C)c(=O)n2C
(3) CCN(CC(=O)NC(=O)Nc1ccccc1F)Cc1ccccc1
(4) CC(C)Sc1nc(N)nc(-c2cccs2)c1C#N
(5) CCNC(=O)NC(=O)COC(=O)CCCc1nc2ccccc2s1
(6) Brc1cccc(OCCCN2CCCCCC2)c1
(7) CC1(C)CC(CCNC(=O)c2ccc(-n3cnnn3)cc2)CC(C)(C)N1
(8) CS(=O)(=O)c1ccc(C(=O)N(Cc2ccccc2)c2ccccc2)cc1
(9) Cc1ccc(NC(=O)CN2C(=O)S/C(=C\c3cc(C)n(-c4ccc(C(=O)O)cc4)c3C)C2=O)cc1
(10) Cc1nc2ccc(NC(=O)c3cnc(Cl)c(Cl)c3)cc2s1

Screen / compound no.,1,2,3,4,5,6,7,8,9,10
Nrf2 inh,8%,-4%,4%,/,5%,10%,/,7%,-21%,4%
ATXN2 expr inh,/,-4%,2%,61%[activator],-12%,-31%,-15%,-4%,-14%,26%
EPAC2 ag,8%,4%,4%,8%,2%,1%,-5%,12%,-5%,-2%
IL-2 act,0.2,-3.5,-3.8,-4.1,0.2,-3.0,0.8,-0.5,0.4,0.5
TGFb SMAD3 inh,?,3%,-17%,?,1%,6%,-10%,-16%,-1%,-7%
S2 tox,i,i,i,i,i,i,?,i,i,i
HepG2 tox,-24%,-10%,3%,-4%,-3%,-17%,5%,2%,-1%,-12%
Nrf2 activator,9.1%,0.1%,0.4%,?,-0.3%,-0.4%,1.7%,-0.8%,0.8%,4.2%
A549 tox,-14%,1%,3%,-9%,4%,0%,-2%,7%,-10%,-14%

(11) Cc1ccc(NC(=O)COc2ccc(N(C)S(=O)(=O)c3ccc(F)cc3)cc2)cc1
(12) CC(=O)Nc1ccc(OCC(O)Cn2c(C(C)C)nc3ccccc32)cc1 (stereo not drawn)
(13) CN(C)S(=O)(=O)c1ccc(C(=O)OCCN=C2NS(=O)(=O)c3ccccc32)cc1
(14) CC1Cc2cc(S(=O)(=O)CCC(=O)NC3CCCCC3)ccc2N1C(=O)C1CC1 (stereo not drawn)
(15) O=C(NN=C1CCCC1)C1COc2ccccc2O1 (stereo not drawn)
(16) CC(C)CNC(=O)COC(=O)c1ccc([N+](=O)[O-])cc1Cl
(17) O=C(CNC(=O)c1ccccc1)NCC(=O)OCc1ccc(Cl)cc1
(18) CCN(CC)C(=O)CSc1nnc2ccc3ccccc3n12
(19) Cc1ccc(-c2nc(CS(=O)(=O)CC(=O)NCc3ccccc3Cl)c(C)o2)cc1
(20) CCC(=O)CN(Cc1cc(OC)ccc1OC)S(=O)(=O)c1ccccc1Br

Screen / compound no.,11,12,13,14,15,16,17,18,19,20
Nrf2 inh,?,-16%,20%,0%,-2%,23%,2%,11%,-23%,-10%
ATXN2 expr inh,/,0%[11.3 µM],-12%,5%,4%,-5%,-7%,/,/,-1%
EPAC2 ag,15%,0%,7%,8%,-15%,4%,-1%,/,/,10%
IL-2 act,0.1,72*,-1.9,-2.0,-0.5,0.2,-0.9,/,/,-0.5
TGFb SMAD3 inh,-25%,7%,-3%,7%,0%,-7%,-8%,0%,?,-9%
S2 tox,i,?,?,i,i,i,i,/,/,i
HepG2 tox,-14%,11%,-29%,3%,-12%,1%,-24%,2%,-37%,-42%
Nrf2 activator,-0.1%,-0.1%,-0.2%,0.4%,-0.1%,0.1%,0.2%,0.6%,4.2%,0.8%
A549 tox,-4%,3%,1%,-10%,1%,5%,-1%,0%,-3%,-4%

(21) CCN(CC)C(=O)C1=C(C)N(Cc2ccc(F)cc2)C(=O)C(CC(=O)NCC2CCCCC2)C1 (stereo not drawn)
(22) CCOC(=O)c1cc(-c2cccs2)nc2c1c(C)nn2-c1ccccn1
(23) CCc1ccc(CN(Cc2ccco2)C(=O)COc2ccccc2Cl)cc1
(24) O=C(c1ccc(CSc2nc3ccncc3[nH]2)cc1)N1CCCCCC1
(25) Cc1cc(S(=O)(=O)N2CCOCC2)ccc1OCC(=O)Nc1cccc(C(F)(F)F)c1
(26) N#CCN1C(=O)C2CCCN2c2ccc(S(=O)(=O)N3CCOCC3)cc21 (stereo not drawn)
(27) COc1ccc(CNC(=O)c2ccc3c(c2)N(Cc2ccccc2F)C(=O)c2ccccc2S3(=O)=O)cc1
(28) O=C(Nc1ccccc1)C1CCN(C(=O)c2ccco2)CC1
(29) Cc1ccc(NCc2nnc(SCC(=O)Nc3cccc(O)c3)n2CC2CCCO2)c(C)c1 (stereo not drawn)
(30) CCCN(CCC)C(=O)c1c(NC(=O)CC)sc2c1CCCCC2

Screen / compound no.,21,22,23,24,25,26,27,28,29,30
Nrf2 inh,/,23µM*,?,-2%,-8%,9%,-9%,-2%,4%,14%
ATXN2 expr inh,-1%,?,/,?,-9%,4%,2%,1%,1%,-23%
EPAC2 ag,-1%,-8%,/,2%,-1%,1%,/,4%,7%,-2%
IL-2 act,-2.6,-5.4,/,-2.0,1.8,-1.1,/,-6.4,-4.2,-1.8
TGFb SMAD3 inh,-19%,?,?,-16%,5%,19%,2%,-3%,0%,-9%
S2 tox,i,?,/,i,i,i,i,i,i,i
HepG2 tox,-16%,-22%,-37%,-38%,7%,0%,-17%,0%,-22%,-21%
Nrf2 activator,-0.7%,0.3%,1.1%,-0.4%,-1.0%,0.3%[9.22 µM],-0.9%,0.2%,0.2%,-0.2%
A549 tox,/,-20%,0%,-1%,2%,1%,0%,-1%,-1%,1%

(31) CN(C(=O)c1ccco1)c1nc(-c2ccc(Cl)cc2)cs1
(32) COc1cc2oc(=O)cc(-c3ccc(-c4ccc(C)cc4)cc3)c2c(OC)c1OC
(33) CC(=O)N1CCN(C(=O)c2ccc(S(=O)(=O)Nc3ccccc3Cl)cc2)CC1
(34) COCCn1c(SCC(=O)c2ccccc2)nc2ccccc2c1=O
(35) Cc1nc(CSc2nc3[nH]ncc3c(=O)n2-c2ccccc2)cs1
(36) COc1ccc([C@H]2C=C(C(=O)O)O[C@@H](OCc3ccc(CO)cc3)C2)cc1
(37) O=C(COc1ccc(/C=N/NS(=O)(=O)c2ccccc2)cc1)Nc1cccc(Cl)c1
(38) COc1ccc(OC)c(N(CC(=O)N2CCC(C)CC2)S(=O)(=O)c2ccccc2)c1
(39) COc1ccc(S(=O)(=O)N2CCN(S(=O)(=O)c3ccc(C(F)(F)F)cc3)CC2)cc1C
(40) CC(=O)N1CCCc2cc(S(=O)(=O)CCC(=O)Nc3cccc(C)c3C)ccc21

Screen / compound no.,31,32,33,34,35,36,37,38,39,40
Nrf2 inh,10%,3%,-39%,-27%,2%,-5%,?,-2%,6%,1%
ATXN2 expr inh,32%,6%,4%,-18%[11.3 µM],-8%,-12%,3%,-12%,1%,2%
EPAC2 ag,-1%,7%,8%,26%,-1%,7%,20%,-4%,15%,-2%
IL-2 act,0.9,0.2,-1.1,-0.3,1.8,0.0,-0.6,0.4,1.6,1.5
TGFb SMAD3 inh,-5%,4%,-7%,5%,-18%,8%,?,-10%,15%,2%
S2 tox,i,i,i,i,i,i,?,?,i,i
HepG2 tox,-3%,3%,2%,6%,-11%,-2%,-9%,-3%,-1%,0%
Nrf2 activator,3.4%,0.2%,-0.2%,4.7%,-0.1%,-0.6%,0.8%,0.1%,0.3%,-0.6%
A549 tox,-6%,0%,-2%,6%,-1%,-3%,-8%,-16%,0%,1%

(41) COc1ccc(COC(=O)c2cccc(S(=O)(=O)N3CCN(C(C)=O)CC3)c2)cc1F
(42) COc1ccc(CCNC(=O)Nc2cccs2)c(OC)c1
(43) O=C(N/N=C\c1cn[nH]c1-c1ccc(Cl)cc1)c1cccs1
(44) CCc1nc2ccc(C(=O)NCc3ccc4c(c3)OCO4)cn2c1N(CC)CCOC

Screen / compound no.,41,42,43,44
Nrf2 inh,?,-1%,18%,/
ATXN2 expr inh,-7%,13%,/,-1%
EPAC2 ag,6%,7%,9%,-1%
IL-2 act,-5.6,1.0,0.8,-0.3
TGFb SMAD3 inh,-7%,0%,10µM*,4%
S2 tox,i,i,i,i
HepG2 tox,1%,-4%,-87%,7%
Nrf2 activator,1.8%,0.2%,7.4%,0.1%[9.22 µM]
A549 tox,4%,1%,?,/

An excerpt from above in order of SMILES length, ascending:
(6) Brc1cccc(OCCCN2CCCCCC2)c1
(32) COc1cc2oc(=O)cc(-c3ccc(-c4ccc(C)cc4)cc3)c2c(OC)c1OC
(37) O=C(COc1ccc(/C=N/NS(=O)(=O)c2ccccc2)cc1)Nc1cccc(Cl)c1

Screen / compound no.,6,32,37
Nrf2 inh,10%,3%,?
ATXN2 expr inh,-31%,6%,3%
EPAC2 ag,1%,7%,20%
IL-2 act,-3.0,0.2,-0.6
TGFb SMAD3 inh,6%,4%,?
S2 tox,i,i,?
HepG2 tox,-17%,3%,-9%
Nrf2 activator,-0.4%,0.2%,0.8%
A549 tox,0%,0%,-8%
